# E-sel inducer – E-selectin induction on HUVECs; P16581; HUVEC E-selectin immunofluorescence imaging; normalized: neutral wells 0, TNF-alpha wells 100; activation, % at 7.58 µM; 260,000 tested, 0.37% active; AID 686992;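 active = mean E-selectin-positive cell signal at least 10% of the positive control, reached in at least 60% of replicates, without over 20% cell loss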;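 note: in these data hits start at about 27%; measured in HUVEC primary endothelial cells; signal is the percent of cells scored E-selectin positive by PE staining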
# Target sequence (P16581 whole entry, looked up): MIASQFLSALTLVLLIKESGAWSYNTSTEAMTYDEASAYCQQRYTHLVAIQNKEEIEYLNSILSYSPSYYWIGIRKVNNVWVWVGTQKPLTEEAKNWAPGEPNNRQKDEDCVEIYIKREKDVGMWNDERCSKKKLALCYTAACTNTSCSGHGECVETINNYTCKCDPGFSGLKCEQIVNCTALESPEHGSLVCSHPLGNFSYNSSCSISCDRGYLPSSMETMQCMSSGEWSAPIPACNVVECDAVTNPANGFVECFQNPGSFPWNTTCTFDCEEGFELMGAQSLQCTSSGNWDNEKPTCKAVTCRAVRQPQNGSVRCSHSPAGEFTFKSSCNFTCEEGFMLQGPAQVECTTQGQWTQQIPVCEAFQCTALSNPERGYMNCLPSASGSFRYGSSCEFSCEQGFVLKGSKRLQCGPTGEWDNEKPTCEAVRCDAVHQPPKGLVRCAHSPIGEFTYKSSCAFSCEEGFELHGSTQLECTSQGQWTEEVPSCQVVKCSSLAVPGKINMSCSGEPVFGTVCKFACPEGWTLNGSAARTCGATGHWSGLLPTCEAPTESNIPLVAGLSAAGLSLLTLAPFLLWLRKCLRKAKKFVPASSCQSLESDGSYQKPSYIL
#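 Read-out basis: % PE-positive cells; Test system: HUVEC primary endothelial cells; Technique: immunofluorescence imaging; Dosing: single-point compound dose.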
# XiGFP reactiv – activators of X-chromosome reactivation in mouse fibroblasts. XiGFP mouse fibroblasts, % GFP-positive cells imaging, 3 d; cells co-treated with 5-aza-dC sensitizer; scaled so ellipticine positive control = 100%. activation, % at 7.58 µM. 360,000 tested, 0.055% active;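 active = mean normalized replicate activation at least 10% and every replicate at or above 10%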;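 note: 0% = median of on-plate neutral control wells and 100% = ellipticine 6 µM median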
#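 System: XiGFP fibroblasts, SV40-immortalized. Medium: DMEM plus 5-aza-dC sensitizer. Doses: single point. Timing: 3 d treatment, 15 min room-temperature fixation. Control set: ellipticine 6 µM.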
# EWS-Fli inh – blocks EWS/Fli oncoprotein-driven transcription. A673 NR0B1-luciferase reporter, viability-normalised. inhibition, % at 12.6 µM. 350,000 tested, 0.67% active;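 active = mean inhibition of at least 50% after viability correction, with every replicate also passing that limit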;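 note: firefly luciferase signal divided by Alamar Blue viability fluorescence both relative to DMSO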
# FN deposition inh – fibronectin deposition inhibition; AID 743247; inhibition, % at 12.6 µM; 350,000 tested, 0.086% active; AH1F fibroblasts, Alexa488-fibronectin deposition fluorescence, overnight;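 active = mean inhibition across replicates of 30% or more, regardless of how many single replicates reach that level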;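 note: positive control wells lacked labelled fibronectin entirely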
#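 Assay system: AH1F fibroblast monolayer, labelled fibronectin deposition. Amount: 10000 cells per well. Also added: labelled fibronectin 24 nM. Compound: single-point pinned compound. Incubation: cell attachment 1 h, compound and FN exposure overnight. Detection: fluorescence after three HBSS washes, excitation 485 nm, emission 525 nm. Read-out: inhibition of fibronectin deposition signal.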
# Numbers without * were called inactive; x = no result given.
# Screens in order: E-sel inducer	XiGFP reactiv	EWS-Fli inh	FN deposition inh
- CC(=O)[C@@H]1[C@@H](C(=O)c2ccccc2)[C@]2(C(=O)Nc3ccccc32)[C@H]2C=Cc3cc(F)ccc3N12
→ x	-0.4	-4	x
- COc1ccccc1C(=O)NCc1ccc(-c2nc3ccccc3s2)cc1
→ x	-0.1	9	x
- CC(C)/C=N/Nc1nc(-c2ccc(Br)cc2)cs1
→ x	-0.2	-56	x
- O=C(COC(=O)CCCOc1ccc(Cl)cc1Cl)Nc1cccc(Cl)c1
→ x	0.2	12	x
- CC(=O)Oc1ccc(Cl)cc1/C=C/c1cc(OC(C)=O)c2ccccc2n1
→ x	-0.3	-4	x
- O=C1CN(S(=O)(=O)c2ccccc2)CCN1S(=O)(=O)c1ccccc1
→ x	-0.4	-36	x
- COc1ccc(/C=N/NC(=S)Nc2cc(S(=O)(=O)N3CCOCC3)ccc2N2CCOCC2)cc1O
→ x	0.0	3	x
- COc1cc(/C=C/C(=O)c2ccc(C)c([N+](=O)[O-])c2)cc(OC)c1O
→ x	0.6	-27	x
- c1ccc(-c2cnn3c(-c4ccccc4)c(-c4ccccc4)nc3n2)cc1
→ x	99*	-6	x
- Cc1nn(-c2ccc([N+](=O)[O-])cc2)c2c1C(c1cccc(Br)c1)N1C(=N2)C(=O)Nc2ccccc21 (centres undefined)
→ x	0.2	1	x
- Cc1cccc(CSCCNC(=S)Nc2ccccc2)c1
→ x	-0.2	0	x
- COc1cc(/C=N/Nc2ccc(F)cc2F)cc(OC)c1O
→ x	0.3	3	x
- Cc1cc(OC(=O)C(c2ccccc2)c2ccccc2)c([N+](=O)[O-])c(=O)[nH]1
→ x	0.4	-8	x
- COc1ccc(OC)c2c(C)cc(C)nc12
→ x	-0.2	1	x
- CCCN(C)C[C@@H]1OCCCC[C@@H](C)Oc2ccc(NS(=O)(=O)c3ccc(C)cc3)cc2C(=O)N([C@H](C)CO)C[C@H]1C
→ 0.3	-0.3	x	x
- C[C@H]1CN([C@@H](C)CO)C(=O)c2cccc(NC(=O)CCCCCC(=O)Nc3ccccc3N)c2O[C@H]1CN(C)C(=O)Nc1ccccc1
→ -0.4	-0.3	x	x
- C[C@@H]1CN([C@H](C)CO)C(=O)c2cc(NC(=O)CCCCCC(=O)Nc3ccccc3N)ccc2O[C@@H]1CN(C)C(=O)Nc1ccccc1
→ -0.2	-0.4	x	x
- COc1ccc(NC(=O)Nc2ccc3c(c2)CC(=O)N([C@H](C)CO)C[C@H](C)[C@H](CN(C)S(=O)(=O)c2ccc(C)cc2)O3)cc1
→ 1.0	0.2	x	x
- C[C@@H]1CN([C@H](C)CO)C(=O)c2cccc(NC(=O)CCCCCC(=O)Nc3ccccc3N)c2O[C@@H]1CN(C)C(=O)Nc1ccccc1
→ 0.0	-0.1	x	x
- C[C@H](CO)N1C[C@H](C)[C@H](CN(C)CC2CCCCC2)Oc2ccc(NC(=O)CCCCCC(=O)Nc3ccccc3N)cc2C1=O
→ 0.0	0.3	x	x
- C[C@@H]1CCCCO[C@@H](CN(C)CC2CC2)[C@H](C)CN([C@@H](C)CO)C(=O)c2cc(NC(=O)C3CCCCC3)ccc2O1
→ 0.0	0.6	x	x
- C[C@H]1CN([C@@H](C)CO)C(=O)c2cc(NC(=O)CCCCCC(=O)Nc3ccccc3N)ccc2O[C@H]1CN(C)C(=O)NC1CCCCC1
→ -0.2	-0.5	x	x
- O=C(Nc1ccc(F)cc1)N1CC(=O)N2[C@@H](CO)[C@@H](c3ccc(C#Cc4ccccc4)cc3)[C@@H]2C1
→ -0.3	0.4	x	x
- C[C@@H]1CCCCO[C@@H](CN(C)C(=O)C2CCCCC2)[C@H](C)CN([C@@H](C)CO)C(=O)c2cc(NC(=O)CCCN(C)C)ccc2O1
→ 0.4	-1.1	x	x
- C[C@@H]1CN([C@@H](C)CO)C(=O)Cc2cc(NC(=O)Cc3ccccc3)ccc2O[C@H]1CN(C)Cc1ccc(C(=O)Nc2ccccc2N)cc1
→ 7.6	0.0	x	x
- C[C@H](CO)N1C[C@H](C)[C@@H](CN(C)Cc2ccccc2)Oc2ccc(NC(=O)CCCN(C)C)cc2CC1=O
→ 0.1	0.1	x	x
- C[C@H](CO)N1C[C@H](C)[C@H](CN(C)C(=O)Nc2ccccc2)OCCCC[C@H](C)Oc2ccc(NC(=O)Nc3ccc(C(F)(F)F)cc3)cc2C1=O
→ 0.3	0.4	x	x
- COc1ccccc1C1C(C(=O)NCc2ccccc2)=C(C)Nc2ncnn21 (centres undefined)
→ 6.9	x	x	-3
- Cc1ccc(OCCn2ccc(=O)[nH]c2=O)cc1C
→ -2.5	x	x	2
- Cc1nc(Oc2cccc(Cl)c2)c2oc3ccccc3c2n1
→ 2.2	x	x	-2
- CCOC(=O)Nc1ccc2c(CN3C(=O)NC(CC)(CC)C3=O)cc(=O)oc2c1
→ 0.2	x	x	-2
- CCCC1C2C(=O)N(c3ccccc3)C(=O)C2ON1c1ccccc1 (centres undefined)
→ 3.3	x	x	-4
- COc1ccc(C2CC(=O)C3=C(C2)Nc2ncnn2C3c2ccccc2C)cc1 (centres undefined)
→ 0.4	x	x	3
- CCCCNC(=O)CSc1nc2ccccc2c(=O)n1Cc1ccc2c(c1)OCO2
→ 3.6	x	x	-1
- O=c1ccc(Oc2nc(N3CCCCC3)nc(N3CCCCC3)n2)n[nH]1
→ -1.7	x	x	26
- COC(=O)C1C2CCC(C2)C1C(=O)OCC(=O)c1ccccc1 (centres undefined)
→ -0.3	x	x	13
- N#C/C(=C\c1ccc(-c2ccccc2)o1)C(=O)Nn1cnnc1
→ -0.2	x	x	7
- COc1ccc(CNC(=O)CCCOc2cc(=O)n(C)c3ccccc23)cc1
→ -0.4	x	x	0
- CCOc1ccc(Nc2oc(-c3ccccc3Cl)nc2C#N)cc1
→ 1.2	x	x	-3
- Cc1c(/N=C/c2ccco2)n(Cc2ccccc2)c2ccccc12
→ -1.9	x	x	-7
- COc1ccc(-n2nc(C(=O)NCC(=O)NCc3ccco3)c3ccccc3c2=O)cc1
→ -0.5	x	x	-8
- CC(=O)N1N=C(c2cccc(Cl)c2)OC1c1ccc(C(C)C)cc1 (centres undefined)
→ 11	x	x	-1
- C=CCn1c(SCCOc2ccccc2)nnc1C(C)NC(=O)c1ccccc1 (centres undefined)
→ -2.5	x	x	6
- O=C(CSc1nnc(CNc2ccc(F)cc2)o1)N1CCCc2ccccc21
→ 0.4	x	x	-9
- CC1(C)Cc2ccccc2-c2nnc(-c3ccco3)n21
→ 0.2	x	x	5
- N#Cc1c(-c2ccccc2)[nH]c(=S)[nH]c1=O
→ -0.8	x	x	4
- CC1CCN(S(=O)(=O)c2ccc(Cl)cc2Br)CC1
→ 1.9	x	x	22
- CCOc1ccc(OCCN(C)Cc2ccccc2)cc1
→ -0.4	x	x	0
- Cc1cc(C(=O)CSc2nnc(-c3cccc(F)c3)n2N)c(C)n1Cc1ccc2c(c1)OCO2
→ 1.9	x	x	-1
- O=C1CCCC2=C1C1(CCCCC1)N=C(Nc1nc3ccccc3o1)N2
→ 4.8	x	x	-4

# Other compounds.
# Screens in order: E-sel inducer	XiGFP reactiv	EWS-Fli inh	FN deposition inh
- c1cc(CNC2=NCCCCC2)ccn1
→ 0.2	x	x	-6
- O=C(CSc1nnc(-c2ccco2)n1Cc1ccco1)NCc1cccs1
→ -0.8	x	x	-4
- COc1ccc(CCN2CCCn3c2nc2c3c(=O)n(Cc3ccccc3F)c(=O)n2C)cc1OC
→ 0.4	x	x	4
- Cc1ccc(N2C(=O)CC(N(O)C3CC(=O)N(c4ccc(C)cc4)C3=O)C2=O)cc1 (centres undefined)
→ 0.6	x	x	-2
- CC(C)OCP(=O)(c1ccccc1)c1ccccc1
→ -2.5	x	x	-6
- O=C1Nc2ccccc2C(O)(C(=O)NCc2ccco2)N1c1ccccc1 (centres undefined)
→ -2.7	x	x	2
- CCN(CC)S(=O)(=O)c1ccc(NC(=O)Cn2c(=O)sc3ccccc32)cc1
→ 0.2	x	x	2
- CCCN1Cc2cccc(C(=O)N3CCN(c4ccc(F)cc4)CC3)c2C1=O
→ 0.2	x	x	-2
- COCCNC(=O)COC(=O)c1nsc(Cl)c1Cl
→ 0.7	x	x	-3
- Cc1cc(-c2nnc3sc(C4CCCCC4)nn23)n[nH]1
→ 0.0	x	x	1

# Three compounds already listed, arranged by count of non-hydrogen atoms, smallest number first.
# Screens in order: E-sel inducer	XiGFP reactiv	EWS-Fli inh	FN deposition inh
- c1cc(CNC2=NCCCCC2)ccn1
→ 0.2	x	x	-6
- CC(C)OCP(=O)(c1ccccc1)c1ccccc1
→ -2.5	x	x	-6
- COc1ccc(CCN2CCCn3c2nc2c3c(=O)n(Cc3ccccc3F)c(=O)n2C)cc1OC
→ 0.4	x	x	4

# Continuation:
# Screens in order: E-sel inducer	XiGFP reactiv	EWS-Fli inh	FN deposition inh
- O=C(c1ccc(Cl)cc1)c1cn[nH]c1-c1ccccc1O
→ -2.2	x	x	-3
- CC12CCC(C(=O)N3CCCc4ccccc43)(CC1=O)C2(C)C (centres undefined)
→ -0.2	x	x	-6
- Cn1c(=O)cc(SCC(=O)N2CCN(C(=O)c3ccco3)CC2)c2ccccc21
→ 2.5	x	x	-5
- CCn1c(=O)cc(OCC(=O)NCC2CCCO2)c2ccccc21 (centres undefined)
→ 0.3	x	x	12
- COc1ccc2c(c1)cc1n2CCN=C1NCCO
→ 0.9	x	x	4
- Cc1ccc2c(c1)N(CCC(=O)NCCCOC(C)C)C(=O)C(C)O2 (centres undefined)
→ -2.2	x	x	-5
- CCC(=O)Nc1cccc(-c2nnc(SCC(=O)c3ccccc3)n2C)c1
→ 0.1	x	x	-10
- NC(=O)c1cnn2c1NC(c1ccc(F)cc1)CC2C(F)(F)F (centres undefined)
→ 6.2	x	x	6
- CN1C(=O)CC(C(=O)O)SC1=Nc1cccc(C(F)(F)F)c1 (centres undefined)
→ -2.0	x	x	-3
- CCC(CO)NC(=O)c1ccc(-c2nn(C)c(=O)c3ccccc23)cc1 (centres undefined)
→ -1.9	x	x	2
- CCC(OC(=O)c1nsc(Cl)c1Cl)C(=O)NCc1ccco1 (centres undefined)
→ -0.8	x	x	3
- COc1cc(/C=N/n2cnnc2)ccc1OC(=O)c1cccnc1
→ 0.3	x	x	2
- Cc1cccc(N2CCN(C(=O)CCn3c(=O)[nH]c4ccccc4c3=O)CC2)c1C
→ 0.7	x	x	8
- Cc1nn(CC(=O)Nc2sc3c(c2C#N)CCC(C(C)(C)C)C3)c(C)c1[N+](=O)[O-] (centres undefined)
→ -3.2	x	x	-8
- CCOC(=O)c1cnc(SCC(=O)Nc2ccc(NC(=O)CC)c(OC)c2)nc1N
→ 1.1	x	x	3
- CCOc1ccccc1NC(=O)N1CCC(NC(=O)c2cccc(C)c2)CC1
→ -0.3	x	x	-6
- O=C(CC1NC(=O)NC1=O)Nc1ccccc1 (centres undefined)
→ -0.1	x	x	7
- Cc1onc(-c2ccccc2)c1C(=O)Nc1sc2c(c1C(N)=O)CCC2
→ 0.2	x	x	-1
- COc1ccccc1N1CCN(Cc2nc(N)nc(Nc3ccc(C)cc3)n2)CC1
→ 2.1	x	x	-2
- O=C(O)c1c[nH]ccc1=O
→ -2.0	x	x	3
- O=C(c1cccs1)n1nc(-c2ccc(Cl)cc2)nc1NCc1ccco1
→ -2.1	x	x	0
- Cc1c(-c2ccc(F)cc2)[n+](=O)c(-c2ccc(F)cc2)c(C)n1[O-]
→ 0.6	x	x	0
- CCOC(=O)CSc1nnc(CNC(=O)c2ccc(OC)cc2)n1C1CCCCC1
→ -0.7	x	x	2
- Cc1occc1-c1nnc(SCc2cc(=O)n3cc(Br)ccc3n2)n1C
→ 0.1	x	x	7
- CCOc1ccc(NC(=O)C2CCN(C(=O)NC3CCCCC3)CC2)cc1
→ -1.9	x	x	-5
- CC(C)CN1C(=O)c2ccc(C(=O)NCc3ccc4c(c3)OCO4)cc2C1=O
→ -0.8	x	x	-8
- O=C(CSC(=S)N1CCOCC1)Nc1nc(-c2ccccc2)c(-c2ccccc2)o1
→ -2.1	x	x	8
- CCn1cc([N+](=O)[O-])nc1C
→ x	0.2	x	6
- COc1ccc(CC(=O)Nc2ccc3c(C)cc(=O)oc3c2)cc1OC
→ x	0.0	x	2
- Cc1ccc(C(=O)N/C(=C/c2cccnc2)C(=O)NCc2ccco2)cc1
→ x	-0.1	x	-3
- O=C(OCc1cccc([N+](=O)[O-])c1)c1ccncc1
→ x	0.1	x	0
- Cn1ncc(Cl)c(Oc2ccc(Cl)cc2)c1=O
→ x	0.6	x	3
- COc1ccc(OCCn2nnc(-c3ccc(Cl)cc3)n2)cc1
→ x	0.0	x	5
- COc1ccc2c3c([nH]c2c1)[C@@H](CO)N(CC1CC1)CC31CN(Cc2cc(F)ccc2F)C1
→ x	0.1	x	-11
- Cn1cc([N+](=O)[O-])c(C(=O)NCc2cc3cc(Cl)ccc3[nH]2)n1
→ x	-0.1	x	1

# Screening results deposited in PubChem BioAssay by Broad Institute.

# A portion of the library (hit frequency here may not be typical).
